Screening data (PubChem)
human PMI inhibition: inhibitors of human PMI, primary screen, biochemical, fluorescence intensity, coupled assay (AID 1209); purified PMI enzyme, coupled fluorescence intensity; higher % means a stronger effect; inhibition, % at 20 µM; hits with a dose series show IC50 in µM; hit rate 0.42% among 190,000;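 further: plate controls were DMSO vehicle for no effect and wells lacking substrate for full effect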
LYP inhibition: PTPN22 lymphoid phosphatase activity blockers – biochemical, fluorescence intensity, uHTS (AID 1779); recombinant LYP phosphatase, fluorescence intensity; higher % means a stronger effect; hit rate 0.054% among 290,000; one-dose inhibition, % at 11.5 µM; IC50 in µM for titrated hits;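 further: plate controls were vehicle with enzyme for no effect and no enzyme for full effect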
M17LAP inhibition: P. falciparum M17LAP inhibitors, primary screen, biochemical, fluorogenic H-Leu-NHMec substrate, 1536-well (AID 1619) | recombinant M17LAP, H-Leu-NHMec fluorogenic kinetic assay; higher % means a stronger effect | inhibition, % at 30 µM; hits with a dose series show IC50 in µM | hit rate 0.38% among 220,000;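 active means compound inhibiting the enzyme by more than half at any dose during confirmatory dose-response retesting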;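 further: plate controls were full reaction with DMSO carrier for no effect and no enzyme background for full effect; strong numbers were not always called active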
Dynein transport: blocks dynein driven cargo transport along microtubules; 3617.4 mouse cells, GR-EGFP nuclear translocation imaging; test concentration mostly 20 µM; stimulated with dexamethasone, 1 µM; stronger effect = lower value; z-score, hits read low; hit rate 0.47% among 220,000; AID 1381;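 active means plate z-score of nuclear minus cytoplasmic receptor signal below a set negative limit, without overly bright fluorescence or cell loss, cut at about -3.5 in these data, passing the limit was not always enough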;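 further: z-score of nuclear minus cytoplasmic ring GR-EGFP intensity difference per well; some compounds called inactive have numbers as strong as hits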
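medium = tetracycline-free induction medium containing charcoal-stripped FBS | probe or stimulus = dexamethasone, 1.0 µM final | timing = 48 h induction, then 1 h compound, then 30 min agonist, 37 °C | detection = automated 10x imaging of fixed Hoechst-stained cells | read-out basis = nuclear versus cytoplasmic GR-EGFP signal, averaged per well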
M1AAP inhibition: malaria alanyl aminopeptidase activity blockers – biochemical, fluorogenic H-Leu-NHMec substrate, 1536-well (AID 1445); hit rate 0.42% among 220,000; one-dose inhibition, % at 30 µM; IC50 in µM for titrated hits; recombinant M1AAP, H-Leu-NHMec fluorogenic kinetic assay; higher % means a stronger effect;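 active means primary inhibition above the hit cutoff, then over 50% inhibition at one or more dose response concentrations, cut at about 23% in these data, passing the limit was not always enough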;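 further: plate controls were DMSO full reaction for no effect and no enzyme background for full effect; strong numbers were not always called active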
AID2073: disruptors of CaV2.2 binding to Mint1 – biochemical, HTRF (AID 2073); HTRF protein-protein interaction, Mint1-CaV2.2; higher % means a stronger effect; inhibition, % at 20 µM, or IC50 in µM where a hit was titrated; hit rate 0.19% among 290,000; in the data active means inhibition mostly above about 51%, no sharp cut-off; further: some results filed as inactive read as strong as hits
XIAP antagonists: XIAP antagonists, biochemical, IAP family, fluorescence polarization (AID 1018); XIAP BIR domain, fluorescence polarization peptide displacement; higher % means a stronger effect; displacement, % at 20 µM; hits with a dose series show IC50 in µM; hit rate 0.007% among 200,000; in the data active means displacement above about 50%; further: a part of the inactive calls stands beside numbers as strong as those of hits
SIAH1 antagonists: Siah-1 peptide-binding antagonists, primary screen, biochemical, fluorescence polarization, rhodamine-plectin, uHTS (AID 1817); Siah-1 / rhodamine-plectin peptide fluorescence polarization; higher % means a stronger effect; displacement, % at 20 µM; hits with a dose series show IC50 in µM; hit rate 0.02% among 290,000;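 active means displacement of at least 50% at 20 µM, with a fluorescence ratio check between 0.3 and a set limit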;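 further: plate controls were Siah plus tracer with DMSO for no effect and tracer alone without Siah for full effect; strong numbers were not always called active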
PMI inhibition: human PMI inhibitors, high substrate, primary screen, biochemical, fluorescence intensity, high mannose 6-phosphate (AID 1220); recombinant PMI enzyme, coupled fluorescence intensity; higher % means a stronger effect; one-dose inhibition, % at 20 µM; IC50 in µM for titrated hits; hit rate 0.66% among 190,000
Dynein transport cytoplasmic EGFP: recorded beside Dynein transport, whose call it bears; z-score; measured here: cytoplasmic GR-EGFP intensity; stronger effect = higher value
Dynein transport nuclear GR-EGFP: recorded beside Dynein transport, whose call it bears; z-score; measured here: nuclear GR-EGFP intensity;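 lower value marks the stronger effect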
Dynein transport cell count: recorded beside Dynein transport, whose call it bears; z-score; measured here: cell count per field
Numbers without * were called inactive; x = not tested or not shown. Unless noted, no stated cut-off is given here; in the data, active means inhibition above about 50%; inactive means the rest. This is a random part of the collection; any-hit rate near 2.1%.

Preview (2 entries):
Below each SMILES – human PMI inhibition | LYP inhibition | M17LAP inhibition | Dynein transport | Dynein transport cytoplasmic EGFP | Dynein transport nuclear GR-EGFP | Dynein transport cell count | M1AAP inhibition | AID2073 | XIAP antagonists | SIAH1 antagonists | PMI inhibition
#1 CC(C)(C)OC(=O)N1CCN(C(=O)c2cccnc2Cl)CC1
  -3% | -10% | -2% | -0.57 | 0.97 | -0.18 | 1 | 4% | 4% | -5.3% | 4% | -2%
#2 O=C(Cc1ccc(Cl)cc1)Nc1ccc(C(=O)N2CCOCC2)cc1
  -1% | -1% | -7% | 1.4 | -0.054 | 0.42 | -1.9 | -4% | 8% | -4.3% | 2% | 0%

This part in full (from the top)
Below each SMILES – human PMI inhibition | LYP inhibition | M17LAP inhibition | Dynein transport | Dynein transport cytoplasmic EGFP | Dynein transport nuclear GR-EGFP | Dynein transport cell count | M1AAP inhibition | AID2073 | XIAP antagonists | SIAH1 antagonists | PMI inhibition
#1 CC(C)(C)OC(=O)N1CCN(C(=O)c2cccnc2Cl)CC1
  -3% | -10% | -2% | -0.57 | 0.97 | -0.18 | 1 | 4% | 4% | -5.3% | 4% | -2%
#2 O=C(Cc1ccc(Cl)cc1)Nc1ccc(C(=O)N2CCOCC2)cc1
  -1% | -1% | -7% | 1.4 | -0.054 | 0.42 | -1.9 | -4% | 8% | -4.3% | 2% | 0%
#3 COc1ccc(N(C)S(=O)(=O)c2ccc3c(c2)oc(=O)n3C)cc1
  10% | -5% | 4% | 0.17 | -0.22 | 0.28 | 0.62 | -4% | 4% | -5.1% | 0% | 6%
#4 COC(=O)C1CCN(S(=O)(=O)c2ccc(OC)cc2)CC1
  -4% | -10% | -3% | 3.7 | -0.17 | 1.6 | -1.4 | 1% | 5% | -3.6% | 1% | -4%
#5 Cc1nc(Oc2ccccc2)c2ccccc2n1
  2% | -5% | 2% | -0.66 | -0.15 | -0.071 | -0.46 | 12% | -13% | -2.0% | 4% | -1%
#6 CCCc1cc(C(=O)Nc2cccc(Cl)c2)no1
  8% | -2% | 2% | 0.11 | -0.12 | 0.18 | -0.55 | 0% | 2% | -4.2% | 5% | 8%
#7 Cc1ccc(Cn2ncc3c(N4CCN(C5CCCC5)CC4)ncnc32)cc1
  -4% | -10% | -6% | -0.49 | -0.38 | -0.77 | 1.4 | -10% | -8% | -5.5% | 14% | -6%
#8 CCNC(=O)c1c(NC(=O)C2COc3ccccc3O2)sc2c1CCCC2 (stereo unspecified)
  3% | -9% | 10% | -0.93 | -0.33 | -0.43 | 0.57 | 14% | 45% | -18% | 4% | -2%
#9 Cc1ccc(C)c(-n2cc[nH]c2=S)c1
  -12% | -6% | -7% | 0.081 | 0.16 | -0.017 | 0.23 | 8% | 4% | -3.5% | -5% | -25%
#10 CS(=O)(=O)N1CCN(C(=O)c2c(F)cccc2F)CC1
  11% | -4% | 4% | -0.12 | -0.22 | -0.34 | 1.9 | -3% | 2% | -2.1% | 0% | 7%
#11 COC(=O)Nc1nc2ccc(-c3n[nH]c(=O)c4ccccc34)cc2[nH]1
  -1% | -7% | 1% | 1.4 | 0.034 | 2.4 | -2 | 5% | 0% | -7.4% | -7% | 4%
#12 CC(=O)NCC(=O)N1CCCC(C(=O)c2ccc(-c3ccccc3)c(F)c2)C1 (stereo unspecified)
  5% | 2% | -4% | -0.25 | -0.29 | -0.32 | 0.39 | -3% | 10% | -6.6% | 2% | -1%
#13 O=C(NCc1ccc(Cl)cc1)c1ccc(Cl)cc1[N+](=O)[O-]
  -2% | 1% | -5% | 1.3 | -0.17 | 0.094 | -1 | 8% | 22% | -7.1% | 3% | -2%
#14 Cc1ccc2c(Cl)cc(Cl)c(OCc3c(C)noc3C)c2n1
  6% | -4% | -4% | -0.03 | -0.14 | 0.18 | 1.2 | 3% | -10% | -3.5% | 2% | 0%
#15 COCCOC(=O)C1=C(C)N(Cc2ccccc2)C(=O)NC1c1ccc(OC)cc1 (stereo unspecified)
  -6% | 1% | 4% | -0.089 | -0.44 | -0.0043 | 0.39 | -8% | -2% | 0.0% | -1% | -8%
#16 CCc1nnc(NC(=O)NCN2C(=O)C3C4C=CC(C4)C3C2=O)s1 (stereo unspecified)
  8% | -14% | 5% | 3.2 | -0.12 | 2.4 | -2.1 | 4% | 9% | -1.7% | -6% | 6%
#17 O=C(Nc1ccc(F)cc1F)Nc1ccccc1C(=O)NCCN1CCNC1=O
  x | -4% | -4% | 0.35 | -0.23 | -0.1 | -0.48 | 1% | 0% | x | -3% | x
#18 COc1ccc(NC(=O)c2nc[nH]c2C(=O)N[C@@H](CC(C)C)C(=O)OC(C)(C)C)cc1
  x | 10% | -13% | -0.36 | -0.65 | -0.25 | 0.13 | -5% | 10% | x | 2% | x
#19 CCCn1c(NCc2ccccn2)nc2ccccc21
  11% | 2% | 5% | -0.12 | -0.082 | 0.0037 | 1 | -8% | -2% | -14% | -2% | 2%
#20 Clc1ccc(-c2csc(NNC3=NCCCCC3)n2)cc1
  -11% | 7% | 15% | -2.6 | 0.98 | -0.87 | -0.29 | 2% | 20% | -0.9% | -1% | -37%
#21 COc1ccccc1NS(=O)(=O)c1cc(NC(=O)CC(C)(C)C)ccc1N1CCOCC1
  5% | 2% | -3% | 0.36 | 0.24 | 0.11 | 0.04 | -1% | 14% | -8.5% | 0% | 12%
#22 Cc1ccc(C(=O)Nc2nc(-c3ccccn3)cs2)o1
  x | 1% | 1% | -1.3 | -0.16 | -0.66 | 0.8 | -14% | -10% | x | -6% | x
#23 COc1ccccc1Nc1nc2nonc2nc1N1CCC(C)CC1
  9% | -2% | 6% | 4.4 | 0.014 | 3.2 | 0.4 | 8% | 3% | -3.6% | -11% | 8%
#24 Cc1cc(-c2ccccc2)nn1-c1nc2c(c(=O)[nH]c(=O)n2C)n1C
  5% | 6% | 1% | 0.028 | -0.29 | 0.66 | 0.12 | -2% | 30% | -4.9% | 0% | 2%
#25 CC12CN3CC(C)(CN(C1)C3c1ccc([N+](=O)[O-])o1)C2=O (stereo unspecified)
  -1% | -4% | -2% | 0.17 | -0.27 | 0.028 | -0.25 | -2% | 2% | -3.6% | -1% | -6%
#26 CCn1c(SCC(=O)Nc2nc3ccc(OC)cc3s2)nnc1-c1ccoc1C
  16% | 0% | 8% | -0.34 | 0.098 | 0.035 | 0.087 | -3% | -1% | -2.3% | 1% | 14%
#27 COc1ccc(C2=NN(C(=O)c3cccs3)C(c3ccc(OC)cc3)C2)cc1 (stereo unspecified)
  17% | 1% | 10% | -0.34 | -0.27 | -0.18 | 0.47 | 8% | 14% | -4.3% | 4% | 21%
#28 COc1ccc(Oc2ccc(C(F)(F)F)cc2NC(=O)c2ccc(OC)cc2)cc1
  x | -2% | 1% | -0.96 | -0.26 | -0.15 | 1 | 3% | -3% | x | 6% | x
#29 CSc1ccc(Cl)c(C(=O)Nc2ccc(C)cn2)c1
  -4% | -6% | -4% | 0.2 | -0.29 | 0.78 | -0.13 | 2% | -4% | -5.5% | 7% | -6%
#30 CCc1ccc(/C=N/NC(=S)NCCc2ccccc2)cc1
  3% | -4% | -1% | -0.5 | 0.045 | 0.052 | 0.34 | 2% | -10% | -11% | 1% | 2%
#31 CCN(CC)C(=O)C1=C(C)Nc2nc3ccccc3n2C1c1cccc(OC)c1 (stereo unspecified)
  6% | -4% | 14% | -0.69 | -0.28 | -0.35 | 0.14 | 4% | 0% | -3.0% | 4% | 8%
#32 COC(=O)c1sc(S(=O)(=O)N2CCCCC2)c(C(=O)OC)c1C
  6% | -2% | -4% | 1.4 | -0.026 | 1.2 | -0.49 | 4% | -1% | -5.3% | 3% | 2%
#33 Cc1ccccc1C(=O)c1cccn1CC(=O)NCc1ccc(Cl)cc1
  6% | 6% | 11% | 0.41 | -0.16 | 0.28 | -0.4 | 6% | 4% | -5.2% | 2% | 3%
#34 CCC1(C(=O)c2ccc(Cl)cc2)C2c3ccccc3OC(=O)C21C(=O)Nc1ccccc1 (stereo unspecified)
  14% | 12% | 10% | -0.083 | -0.27 | 0.024 | 0.52 | 1% | 2% | -1.9% | 4% | 10%
#35 Cc1cc2c(N3CCCCC3C)ncnc2s1 (stereo unspecified)
  3% | 3% | -7% | -0.94 | -0.32 | -0.29 | 0.52 | 10% | 10% | -5.2% | -5% | -2%
#36 O=C(C[n+]1ccccc1)N/N=C/c1ccc(O)cc1
  17% | -10% | -8% | 0.082 | -0.32 | 0.076 | 1.3 | 0% | 22% | -8.2% | -3% | 28%
#37 Cc1c(Br)c(C(F)(F)F)nn1CC(=O)NCc1ccccc1
  -1% | -9% | 1% | -0.033 | 0.14 | 0.1 | 0.39 | -5% | 17% | -1.6% | 6% | 5%
#38 CCOc1ccccc1NC(=O)C(CC(C)C)NC(=O)C1CCCCC1 (stereo unspecified)
  -11% | -8% | -2% | -0.42 | 0.02 | 0.13 | 0.58 | 0% | -9% | -4.1% | -1% | -7%
#39 CCC1C(=O)N=C(SCC(=O)NC2CCCCC2)NC1=O (stereo unspecified)
  2% | -1% | 10% | -0.44 | -0.24 | -0.16 | 1.1 | 2% | 6% | -1.2% | 2% | 2%
#40 CC1CCCCN1S(=O)(=O)c1ccc(NC(=O)c2cccc(-n3cnnn3)c2)cc1 (stereo unspecified)
  11% | -6% | 11% | 1.3 | -0.063 | 1.6 | -0.21 | 3% | 6% | 0.9% | 0% | 8%
#41 Cc1ccc(CNC(=O)c2csc3c2CCCCC3)cc1
  4% | 1% | -14% | -0.51 | -0.22 | -0.21 | 0.4 | 2% | -2% | -2.9% | -1% | -6%
#42 Cc1nonc1NC(=O)CSc1nc(C2CCCCC2)nc2ccccc12
  14% | -7% | 14% | -0.75 | -0.17 | -0.19 | 0.39 | 0% | 9% | -9.8% | 0% | 9%
#43 COCCNc1c(-c2ccc(OC)c(OC)c2)nc2ccc(Cl)cn12
  x | -4% | x | 0.95 | -0.22 | 1.1 | -0.69 | x | 49% | -2.9% | 0% | x
#44 COCCNC(=S)N1CCC(NC(=O)Nc2ccc(C)cc2)CC1
  13% | -7% | -6% | -0.022 | -0.032 | 0.66 | -0.17 | 1% | 2% | -4.3% | -3% | 13%
#45 CC1(C)CC(=O)C=C(Nc2ccc(C(=O)O)cc2)C1
  -14% | 4% | -20% | 0.22 | -0.28 | 0.28 | 0.56 | 5% | -1% | -0.5% | 3% | -16%
#46 Cc1ccc(-c2ccc(C(=O)NCc3ccc(Cl)cc3)o2)c2ccccc12
  -35% | 1% | 22% | -0.21 | -0.11 | 0.28 | 0.61 | 3% | 0% | -7.4% | 2% | -11%
